# 14-3-3 Bad inh = inhibitors of 14-3-3 zeta/Bad binding, primary screen, biochemical, TR-FRET, bovine 14-3-3 zeta. TR-FRET 14-3-3zeta/Dy647-pBad peptide displacement, 1 h. 220,000 tested, 0.71% active. AID 781, 2007. 14-3-3 protein zeta/delta (Bos taurus), P63103. inhibition, % at 21.7 µM;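 active means inhibition above about 70%, limit read from the data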;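 further: 0% = full 14-3-3 plus peptide FRET controls and 100% = background without 14-3-3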
# Target sequence (P63103 whole entry, looked up): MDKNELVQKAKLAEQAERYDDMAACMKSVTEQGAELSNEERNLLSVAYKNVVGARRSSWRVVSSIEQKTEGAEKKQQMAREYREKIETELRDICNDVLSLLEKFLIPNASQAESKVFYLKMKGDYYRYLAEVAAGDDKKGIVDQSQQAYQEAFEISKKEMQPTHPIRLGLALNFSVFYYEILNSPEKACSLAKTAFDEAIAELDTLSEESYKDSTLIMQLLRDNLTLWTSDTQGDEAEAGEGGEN
# eIF4E-4G inh = eIF4E–eIF4G protein interaction inhibitors, primary screen, biochemical, uHTS, TR-FRET, eIF4GI fragment; Eukaryotic translation initiation factor 4E (Mus musculus) + Eukaryotic translation …; TR-FRET eIF4E-eIF4GI(517-606) binding, 2 h; inhibition, % at 21.7 µM; 220,000 tested, 0.37% active;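 active means inhibition above about 30%, limit read from the data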;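 further: 0% = full FRET control wells and 100% = background wells lacking eIF4GI fragment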
# Calpain2 inh = inhibitors of pig calpain II, primary screen, biochemical, fluorogenic peptide substrate, 1536-well. 220,000 tested, 0.37% active. purified calpain II, 30 min. inhibition, % at 16 µM;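 active means inhibition above about 50%, limit read from the data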
# EP2 mod = EP2 receptor modulators, cAMP readout, primary screen, cell-based, HTRF cAMP, PGE2 stimulation; EP2-expressing cells, cAMP HTRF FRET, PGE2 co-stimulation; induction, % at 25 µM; 260,000 tested, 0.83% active;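 active means compounds whose cAMP rise, as percent of the full-agonist control response, exceeds 60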;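 further: rat C6 glioma line stably carrying human EP2 under a CMV promoter; the protocol text gives 20 µM as final concentration; 100% = response of wells given 1 µM PGE2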
# Target sequence (P43116 whole entry, looked up): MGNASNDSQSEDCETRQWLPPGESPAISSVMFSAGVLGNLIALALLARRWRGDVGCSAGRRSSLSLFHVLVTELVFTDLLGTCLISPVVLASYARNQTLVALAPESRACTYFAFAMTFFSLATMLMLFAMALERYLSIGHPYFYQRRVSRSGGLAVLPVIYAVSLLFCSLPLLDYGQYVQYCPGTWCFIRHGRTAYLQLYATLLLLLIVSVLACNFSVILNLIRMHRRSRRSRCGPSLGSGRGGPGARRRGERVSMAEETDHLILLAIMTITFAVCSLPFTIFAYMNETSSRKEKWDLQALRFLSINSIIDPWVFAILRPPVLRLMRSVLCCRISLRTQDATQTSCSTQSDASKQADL
# EP2 antag = human EP2 receptor antagonists, primary screen, TR-FRET cAMP, C6 glioma cells. Prostaglandin E2 receptor EP2 subtype (Homo sapiens), P43116. C6 glioma cells expressing human EP2; cells stimulated with saturating PGE2. inhibition, % at 25 µM. 260,000 tested, 0.52% active;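 active means percent inhibition above 40 after rounding to a whole number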;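 further: rat C6 glioma host cells with rolipram phosphodiesterase inhibitor present; the protocol text gives 20 µM as final concentration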
# Hck Nef HTS = inhibitors of Nef-activated human Hck kinase, primary screen, biochemical, Z-Lyte FRET, 384-well, Hck-YEEI. inhibition, % at 20 µM. Tyrosine-protein kinase HCK (Homo sapiens), P08631. 220,000 tested, 0.68% active. Recombinant Hck-YEEI plus Nef, Z-Lyte FRET kinase assay;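 active means Hck-Nef kinase inhibition above about 50%, limit read from the data; inactive means inhibition below that limit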;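 further: 0% = DMSO with Hck plus Nef and 100% = Hck alone without Nef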
# Tb hexokinase = Trypanosoma brucei hexokinase 1 inhibitors, primary screen, biochemical, G6PDH-coupled NADH absorbance, MLSCN library | hexokinase 1 [Trypanosoma brucei] | recombinant TbHK1, G6PDH-coupled NADH A340 | inhibition, % at 10 µM | 220,000 tested, 0.11% active | AID 1430, 2008;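 active means inhibition of 50% or more in the single-dose primary screen; inactive means inhibition below 50%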
# zVAD death inh = inhibitors of zVAD-triggered necroptosis, primary screen, L929 cells. L929 zVAD necroptosis rescue, ATP luminescence, 24 h; with zVAD 60 µM. viability rescue, % at 10 µM. AID 1377, 2008. 220,000 tested, 0.38% active;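 active means activation, scaled between plate controls, above about 75%, limit read from the data; inactive means activation under that limit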;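 further: 0% = zVAD with DMSO and 100% = DMSO alone without zVAD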
# Rad51 HR inh = human RAD51 strand exchange inhibitors, primary screen, biochemical, fluorescence; DNA repair protein RAD51 homolog 1 (Homo sapiens), Q06609; hRad51 DNA strand exchange, fluorescence dequenching; inhibition, % at 10 µM; 200,000 tested, 0.085% active;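 active means inhibition above 40% at the single screening dose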;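 further: 0% = DMSO control wells and 100% = blanks with heterologous ssDNA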
# Target sequence (Q06609 whole entry, looked up): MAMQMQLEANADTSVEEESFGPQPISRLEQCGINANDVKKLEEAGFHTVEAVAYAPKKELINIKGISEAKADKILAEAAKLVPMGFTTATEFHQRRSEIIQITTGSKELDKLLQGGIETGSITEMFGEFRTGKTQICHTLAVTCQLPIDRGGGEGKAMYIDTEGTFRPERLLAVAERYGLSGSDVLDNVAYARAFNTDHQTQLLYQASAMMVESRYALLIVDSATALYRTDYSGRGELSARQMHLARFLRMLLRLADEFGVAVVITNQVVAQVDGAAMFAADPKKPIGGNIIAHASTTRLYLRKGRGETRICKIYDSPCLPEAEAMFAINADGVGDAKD
#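 Material: human Rad51–ssDNA filaments; Probe or stimulus: labelled 47-mer dsDNA for strand exchange; Doses: single 10 µM dose; Incubation: 37 °C 15-min filament assembly, 30-min compound preincubation, 15-min exchange; Technique: FRET fluorescence dequenching, excitation 485 nm, emission 520 nm; Measure: Fluorescence-based percent inhibition, control- and blank-normalised; Benchmarks: plate control and blank wells.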
# * hit, by the source's call; i = inactive; nt = no result given; & = joins results of further samples; [ ] = remark or other dose. An excerpt, so the mix of outcomes need not match the whole.
structure,14-3-3 Bad inh,eIF4E-4G inh,Calpain2 inh,EP2 mod,EP2 antag,Hck Nef HTS,Tb hexokinase,zVAD death inh,Rad51 HR inh
O=[N+]([O-])c1cccc(-c2csc(Nc3ccccc3)n2)c1,2,0,33,28,8,16,7,46,0
C(=N\Nc1nc(N2CCOCC2)nc(N2CCOCC2)n1)/c1ccco1,-4,2,16,-6,2,16,-7,3.1,-3
Cc1csc(NC(=O)CSc2nnc3ncccn23)n1,-8,-4[fluorescence artefact?],-37,13,3,6,-1,-0.1,-1
CC(C)C(C)(C#N)NC(=O)CSc1nnc(C(F)(F)F)n1C (stereo not given),8,3,-21,-9,11,-1,-2,-0.2,7
COC(=O)c1ccc(C2C(Oc3ccccc3)C(=O)N2CCc2ccc(OC)c(OC)c2)cc1 (stereo not given),2[fluorescence artefact?],-1[fluorescence artefact?],-6,25,5,1,-4,-0.1,-5
Cn1cnnc1SCc1ccc(C(=O)N/N=C/c2cccs2)cc1,-25,2,6,-28,6,19,-35,0.0,11
Cc1ccc(S(=O)(=O)N2CCN(S(=O)(=O)N(C)C)CC2)cc1,5,2[fluorescence artefact?],-20,5,15,0,-3,-0.2,7
N#Cc1nc(-c2ccco2)oc1NCc1ccco1,-10,1,-115,24,8,2,-11,-0.2,-3
O=C1CC(N2CCSCC2)C(=O)N1c1ccc(Br)cc1 (stereo not given),-6,-5,-18,-3,6,14,-11,1.0,16
COC(=O)CCCC1=CC2=CC(=O)C(C)(OC(=O)c3cccs3)C(=O)C2=CN1CC(C)C (stereo not given),-1,-5,-6,1,23,23,-41,-0.2,8
CC(C)(C)C(=O)Nc1ccc(NC(=O)C(C)(C)C)cc1,0,4,24,5,4,-9,-8,1.1,-26
Cc1ccc(SCCC(=O)OCC(=O)NCC2CCCCC2)cc1,-5,-3,25,0,2,21,11,-0.7,-4
Cn1cc(/C=N/NC(N)=S)c2ccccc21,0,1,3,-37,8,9,-99,0.9,nt
Cc1nc(COc2cccc(Cl)c2)sc1C(=O)/C=C/N(C)C,-1,1,1,-31,8,8,-37,-0.1,-36
CCOC(=O)C(CCCCC(NC(C)=O)(C(=O)OCC)C(=O)OCC)(NC(C)=O)C(=O)OCC,-5,-1,-133,4,10,11,-7,0.1,nt
CC(C)(C)NC(=O)Cn1nnc(-c2ccccc2NC(=O)c2ccco2)n1,-1,-4,-16,-10&-9,24&12,6,-1,-0.5,-7
COc1ccc(OC)c(S(=O)(=O)Nc2ccc(OCC(=O)O)cc2)c1,2[fluorescence artefact?],1[fluorescence artefact?],-8,19,21,0,0,0.7,4
Cn1c(CCN2CCCCC2)nc2cc(NC(=O)NC3CCCCC3)ccc21,7,1,-7,2,3,nt,nt,nt,2
CC(C)c1ccccc1NC(=O)CNC(C)c1ccc(F)cc1 (stereo not given),-8,-4,-14,-5,3,21,0,-0.2,-159
Cn1cc(NC(=O)OCc2ccc(Cl)cc2)c(C(F)(F)F)n1,1,1,28,-34,5,-11,9,0.1,-4
O=C1CCCc2c1[nH]c1c(Br)cccc21,1,2,-27,-9,19,3,-6,0.2,nt
C=CCn1cc(Cl)c(=O)n(CC=C)c1=O,6,4[fluorescence artefact?],-8,15,20,1,3,0.1,4
Nc1cc(=O)[nH]c(SCC(=O)Nc2cccc(Cl)c2)n1,5,8,-13,-6&-8,13&1,-1,-6,0.1,-1
Cc1ccc(NC(=S)NNc2ncc(C(F)(F)F)cc2Cl)c(C)c1,-1,-8,0,-16,14,-2,0,0.9,1
CCC(=O)Nc1cc(C)c(NC(=O)CCc2ccccc2)cn1,10,12,-8,-16,12,1,2,1.3,-20
N#C/C(=N\Nc1ccc(Cl)cc1)C(=O)c1ccccc1,5,62*[fluorescence artefact?],-34,-41,17,-4,-3,0.8,1
Cc1cc(NC(=O)CS(=O)(=O)c2cn(Cc3cccc(F)c3)c3ccccc23)no1,1,10,11,21,nt,4,-2,-0.1,nt
CCC(SCC(=O)OC)C(=O)Nc1nnc(C(C)C)s1 (stereo not given),-4,-5,6,2,11,2,1,0.9,1
CC(C)Oc1ccc(N2CC(C(=O)Nc3ccc4c(c3)OCO4)CC2=O)cc1 (stereo not given),1,3,-12,7,5,8,6,0.5,-8
O=C(CSCc1nc2ccccc2[nH]1)N1CCN(c2cccc(Cl)c2)CC1,-8,3,-5,-11,10,2,0,-0.1,-3
FC(F)(F)c1cccc(NC(=S)Nc2cccc(NC(=S)Nc3cccc(C(F)(F)F)c3)n2)c1,-3,-3,-7,-10,28,1,-20,0.1,0
Oc1ccccc1CNc1nc2ccccc2n1CCN1CCCCC1,11,2,-12,-7&8,3&11,0,1,3.3,-1
COc1ccc(C)cc1-n1[nH]nnc1=S,-4,5,-15,4,9,20,1,-0.2,0
CCC1(C)Cc2c(sc3nnn(CC(=O)Nc4ccccc4C)c(=O)c23)CO1 (stereo not given),-5[fluorescence artefact?],0,8,15,10,0,-19,0.0,-3
Cc1cc(N2CCCCCC2)nc2ccc(F)cc12,nt,nt,nt,nt,6,3,-6,-0.3,-4
O=C(O)CCCN1C(=O)C(=O)/C(=C(/O)c2ccc(Cl)cc2)C1c1ccccc1 (stereo not given),-1,1,4,-5,8,13,-42,0.1,16
Cc1ccc(-c2cc(C(=O)Nc3cccnc3)c3ccccc3n2)o1,-11[fluorescence artefact?],1,-383,-28,7,2,-2,1.1,2
CCCSc1nc(C)nc2c1c(=O)n(C)c(=O)n2C,10[fluorescence artefact?],5[fluorescence artefact?],3,25,10,0,-3,0.3,0
O=C(CSCCO)Nc1cccc([N+](=O)[O-])c1,-5,2,11,1,6,-1,36,0.9,-5
Nc1ccc(Cl)c(S(=O)(=O)Nc2ccccc2Cl)c1,-5,1,-15,-5,5,22,-1,0.8,-2
O=C(Nc1cccc(O)c1)c1cccc(S(=O)(=O)N2CCCC2)c1,1,4[fluorescence artefact?],-44,-6,18,1,1,-0.1,nt
COc1cccc2cc(/C(=N/O)c3ccc(Br)cc3)oc12,-6,-3,-11,16,5,1,3,3.2,-4
Cc1ccc(S(=O)(=O)c2ccc(C)cc2)cc1,-1,0,-11,9,13,-2,-11,1.9,0
CCN(CC)CCN(C(=O)c1ccc(CN2CCCCC2)o1)C(C(=O)NC1CCCCC1)c1ccc(F)cc1 (stereo not given),-6,0,-11,19,6,27,-2,-0.5,-2
CCn1c(SCc2nc3ccccc3[nH]2)nnc1-c1cccnc1,1,-2,1,-15,-2,-12,7,0.4,7

# Random excerpt: 2 entries already listed
structure,14-3-3 Bad inh,eIF4E-4G inh,Calpain2 inh,EP2 mod,EP2 antag,Hck Nef HTS,Tb hexokinase,zVAD death inh,Rad51 HR inh
Oc1ccccc1CNc1nc2ccccc2n1CCN1CCCCC1,11,2,-12,-7&8,3&11,0,1,3.3,-1
FC(F)(F)c1cccc(NC(=S)Nc2cccc(NC(=S)Nc3cccc(C(F)(F)F)c3)n2)c1,-3,-3,-7,-10,28,1,-20,0.1,0

# Going on with the list:
structure,14-3-3 Bad inh,eIF4E-4G inh,Calpain2 inh,EP2 mod,EP2 antag,Hck Nef HTS,Tb hexokinase,zVAD death inh,Rad51 HR inh
COc1cccc(CNC(=O)CCC2CCCN(C(=O)c3cc4ccccc4o3)C2)c1 (stereo not given),-7,1,22,-10,6,2,0,1.3,nt
Cc1nc2sc3c(c2c(=O)o1)CCC3,-20,3,-50,21,6,1,-3,-0.2,-3
CCOC(=O)c1c(C)[nH]c(C(=O)CN2C(=O)NC(C)(c3ccc4ccccc4c3)C2=O)c1C (stereo not given),-5,-3,-261,-1,5,-1,-11,0.0,-2
CCOC(=O)C1CCCN(C(=O)C2CCN(c3nnc(-n4cccc4)s3)CC2)C1 (stereo not given),9,1,14,-11,8,-5,2,-0.5,6
Cc1cc(C(=O)Nc2cccc(O)c2)co1,nt,nt,-21,-2,14,0,1,1.2,-1
COc1cc(/C=N/NC(=O)CC2C(=O)NN=C2C)ccc1O (stereo not given),-2,-4,-25,36,8,13,-32,0.4,6
CCC1=NN2C(=N)/C(=C/c3cc(C)n(-c4ccccc4)c3C)C(=O)N=C2S1,4,-1,-86,-14,2,15,-17,0.1,16
Cc1ccc(C(=O)Nc2cccc3ncccc23)cc1[N+](=O)[O-],-8,-3,-23,-21,12,0,-12,1.1,14
O=C1CCCC2=C1C(c1ccsc1)CC(=O)N2c1ccccc1 (stereo not given),-1[fluorescence artefact?],1[fluorescence artefact?],17,5,5,0,0,-0.4,-5
COc1ccccc1NC(=O)c1sc2nc(-c3ccco3)ccc2c1N,-2,2[fluorescence artefact?],-75,9,12,-6,-21,2.2,-7
Cc1cc(C)cc(OCC(=O)Nc2cc(C)on2)c1,0,1,-9,-2&33,12&6,18,-4,4.0,8
Cc1ccc(NC(=O)COC(=O)CNC(=O)c2ccc(C)s2)cc1,-4,-1,-12,20,13,37,0,0.9,3
CCOC(=O)c1c(C)[nH]c(C)c1C(=O)CSc1nc2ccccc2[nH]1,-5[fluorescence artefact?],1,-2,3,9,2,-6,2.0,-14
CC(C)COC(=O)C1C2C=CC3(CN(C4CCCC4)C(=O)C13)O2 (stereo not given),6[fluorescence artefact?],-3[fluorescence artefact?],-8,25,5,-1,-1,0.0,-4
O=C(Nc1ccc([N+](=O)[O-])cc1)C1CC1(c1ccccc1)c1ccccc1 (stereo not given),4[fluorescence artefact?],-4[fluorescence artefact?],5,4,11,1,5,-0.2,-2
CCCn1c(=NC(C)=O)c(C(=O)OCC)cc2c(=O)n3ccccc3nc21,-6,0,i,24,15,96*,-17,0.6,0
O=C(NCC1CCCO1)c1ccc(/C=N/O)nc1 (stereo not given),0,4,-17,6,10,8,11,1.6,nt
COc1cccc(S(=O)(=O)NCc2ccc3c(c2)OCO3)c1,5,5,-5,27,8,3,0,1.1,-2
O=[N+]([O-])c1ccc(OCc2nnc(-c3ccccc3)o2)cc1,8,-2,28,-39,6,-2,5,0.6,-5
COc1cc(OC)c(/C=N/NC(=O)c2ccc(NC(C)=O)cc2)cc1Br,76*,42*,i,-47,15,55*,-32,2.9,-5
CC(=O)c1cccc(NC(=S)N2CCN(CCN3C(=O)c4cccc5cccc(c45)C3=O)CC2)c1,35,9,3,0,11,43,-11,13,1
Cc1[nH]c2ccccc2c1C(=O)CSc1nc2ccccc2c(=O)n1CCCN1CCOCC1,2,-6,-43,-43,7,6,-27,0.6,4
CCOC(=O)C(CC(=O)O)N1CCCCC1 (stereo not given),4,-5,-23,20,6,-1,0,0.0,4
COC(CNC(=O)c1ccc(N2CCC3(CC2)OCCO3)c([N+](=O)[O-])c1)OC,5[fluorescence artefact?],-2[fluorescence artefact?],15,11,8,-3,32,0.4,0
COc1ccccc1-n1cnnc1SCC(=O)c1cc(C)n(Cc2cccs2)c1C,-14,-15,-43,17,2,6,-9,2.5,-35

# Source: PubChem (several laboratories)
